Screens (PubChem)
CASP6 VEID inh – inhibitors of human caspase-6; hit rate 0.53% among 350,000; purified caspase-6, Z-VEID-R110 cleavage fluorescence; inhibition, % at 12.5 µM;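 active = mean inhibition across replicates at least about 35%, with every replicate also reaching that limit, limit read from the data; inconclusive = only one of the two criteria met; inactive = neither criterion met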;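 also: 0% = median of neutral control wells and 100% = no fluorescence left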
Target sequence (P55212 24-179 limits assumed): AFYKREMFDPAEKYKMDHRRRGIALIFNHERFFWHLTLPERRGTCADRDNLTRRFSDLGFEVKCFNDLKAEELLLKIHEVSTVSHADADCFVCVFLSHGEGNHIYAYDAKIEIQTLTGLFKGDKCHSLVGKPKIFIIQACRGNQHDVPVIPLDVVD
Target sequence (P55212 194-293 limits assumed): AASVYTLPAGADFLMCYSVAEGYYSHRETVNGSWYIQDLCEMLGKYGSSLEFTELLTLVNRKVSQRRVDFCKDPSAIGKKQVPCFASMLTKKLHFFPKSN
SIRT5 inh – sirtuin-5 (human) deacylase inhibition. AID 652115. inhibition, % at 15 µM. Purified SirT5, succinyl-peptide AMC, trypsin-coupled fluorescence. hit rate 1.1% among 330,000. Q9NXA8; in the data active = inhibition above about 15%; inconclusive = no clear call, values can overlap the other calls
Target sequence (Q9NXA8 whole entry, looked up): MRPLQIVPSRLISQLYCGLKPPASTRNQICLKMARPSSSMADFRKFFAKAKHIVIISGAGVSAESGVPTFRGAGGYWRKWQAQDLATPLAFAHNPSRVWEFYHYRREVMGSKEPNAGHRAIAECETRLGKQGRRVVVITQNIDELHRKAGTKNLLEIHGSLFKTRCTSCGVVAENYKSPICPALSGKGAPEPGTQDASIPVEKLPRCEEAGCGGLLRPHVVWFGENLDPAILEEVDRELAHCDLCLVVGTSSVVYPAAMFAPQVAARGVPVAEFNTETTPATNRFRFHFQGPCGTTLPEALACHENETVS
PAX8 inh HTS – inhibitors of PAX8 transcriptional activity in RMG-I cells; RMG-I TPO-luciferase reporter, SteadyGlo, 24 h; inhibition, % at 12.6 µM; hit rate 1.2% among 360,000; AID 652154;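 active = mean replicate inhibition at least 60% with every replicate also reaching 60%; inconclusive = only one of the two criteria is met; inactive = mean below 60% and not all replicates reaching 60%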;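 also: luciferase light reporting Pax8 driven TPO promoter activity; plate controls were median of neutral control wells for no effect and mitoxantrone controls for full effect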
EWS-Fli block – inhibitors of EWS/Fli oncoprotein transcriptional activity; hit rate 0.67% among 350,000; A673 NR0B1-luciferase reporter, viability-normalised; inhibition, % at 12.6 µM; AID 651661;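 active = mean inhibition of at least 50% after viability correction, with every replicate also passing that limit; inconclusive = mean reaches 50% but only one of two replicates passes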;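 also: firefly luciferase signal divided by Alamar Blue viability fluorescence both relative to DMSO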
DENV2 CPE – DENV2-induced cell death inhibition; CPE inhibition, % at 9.99 µM; hit rate 1.7% among 350,000; DENV2-infected cells, cytopathic effect rescue, plate reader; AID 651640; in the data active = CPE inhibition above about 20%, passing the limit was not always enough; inconclusive = no clear call, values can overlap the other calls; tested in BHK-21 cells;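 also: 0% = median of neutral control wells and 100% = median of positive control wells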
LGR2 inh – Drosophila LGR2 receptor signaling inhibition; inhibition, % at 9.99 µM; hit rate 0.35% among 380,000; AID 720647; HEK293 LGR2, CRE-luciferase, bursicon-stimulated, 4 h;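 active = drop in luminescence signal, shown as inhibition above about 50% in the replicate tests, limit read from the data, passing the limit was not always enough; inconclusive = probably only some replicates passing the limit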;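 also: agonist challenge used bursicon conditioned medium at about half maximal strength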
ARNT TACC3 PPI – disruptors of human ARNT/TACC3 interaction; Q9Y6A5; AlphaScreen His-ARNT PAS-B/GST-TACC3 binding, luminescence; TACC3 fragment carries E629A point mutation; inhibition, % at 9.99 µM; hit rate 0.66% among 390,000; AID 623870;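 active = mean inhibition of replicates at least 50% and at least half of replicates each reaching 50%; inconclusive = half or more replicates reach 50% but mean below 50%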;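 also: 0% = complete ARNT plus TACC3 wells and 100% = ARNT alone without TACC3; many hits fall short of the cut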
* = called active by the depositor; ? = inconclusive; . = not tested or not shown.

SMILES | CASP6 VEID inh | SIRT5 inh | PAX8 inh HTS | EWS-Fli block | DENV2 CPE | LGR2 inh | ARNT TACC3 PPI
CN(C)C(=O)c1cccc(-c2ccccc2[C@H]2[C@H](C#N)N(C(=O)C3CCCC3)[C@H]2CO)c1 | 0 | 0 | . | 2 | 15 | 12 | .
O=C(NC[C@H]1N[C@H](CO)[C@@H]1c1ccc(-c2ccccc2)cc1)c1cccc(F)c1 | . | . | 10 | 13 | . | -8 | -1
COc1ccc(NC(=O)COC(=O)c2ccc(O)cc2)c([N+](=O)[O-])c1 | 1 | -3 | 1 | 4 | 6 | 5 | -3
CN1C(=O)c2cc(NC(=O)c3cccc(F)c3)ccc2OC[C@H]2O[C@@H](CC(=O)NCC3CC3)CC[C@H]21 | 1 | -1 | -16 | -11 | 21* | 8 | .
CNC(=S)N1CCC(NC(=O)C(Cc2ccccc2)NC(C)=O)CC1 (stereo unspecified) | -1 | -2 | 4 | 0 | 6 | 14 | 0
CC(C)NC(=O)N1CCCCN2[C@@H](CO)[C@H](c3ccc(C#Cc4ccccc4)cc3)[C@@H]2C1 | 3 | -3 | -1 | 0 | -4 | -14 | -1
CCN(CC)S(=O)(=O)c1ccc(/C=C/C(=O)OCC(=O)Nc2ccc(C(N)=O)cc2)cc1 | -2 | 0 | 14 | 0 | 0 | 4 | -4
COc1cccc(-c2ccc3n(c2=O)C[C@@H]2[C@@H](CO)[C@H](C(=O)N(C)C)N(CC4CC4)[C@H]32)c1 | 0 | -7 | -7 | 3 | 10 | 8 | 16
Cc1ccc(C(=O)N(CC(=O)NC2CCCCC2)c2ccccc2F)s1 | -3 | 12 | 15 | 8 | -3 | 11 | -6
O=[N+]([O-])c1ccccc1N=NNc1ccccc1 | -1 | -5 | -69 | -101 | -3 | -47 | 11
COc1ccc(CN(C)C[C@H]2Oc3ccc(NC(=O)Nc4c(C)noc4C)cc3C(=O)N([C@@H](C)CO)C[C@H]2C)cc1 | -1 | -3 | -9 | 9 | 12 | 6 | 17
CCCn1c(O)c(N=NC(=O)CNC(=O)Cc2ccc(OC)cc2)c2ccccc21 | -3 | 3 | -8 | -3 | 5 | -12 | 7
Cc1c(-c2ccccc2)oc2c(C(=O)N3CCN(c4ccc([N+](=O)[O-])cc4)CC3)cccc2c1=O | 1 | -5 | -9 | -8 | 1 | 43 | 9
COc1cccc(S(=O)(=O)N(C)C[C@H]2OCc3ccccc3-c3ccccc3C(=O)N([C@@H](C)CO)C[C@@H]2C)c1 | 0 | -2 | 7 | -8 | 2 | 4 | 4
C[C@@H]1CCCCO[C@@H](CN(C)C(=O)Nc2ccc3c(c2)OCO3)[C@@H](C)CN([C@@H](C)CO)C(=O)c2cc(NC(=O)Cc3ccccc3)ccc2O1 | . | . | -9 | -3 | 12 | -6 | 9
COc1ccc(S(=O)(=O)N(C)C[C@@H]2Oc3ccc(NS(=O)(=O)c4ccccc4)cc3C(=O)N([C@H](C)CO)C[C@H]2C)cc1 | . | . | 13 | -2 | 133* | 11 | 13
O=C(CNC(=O)c1ccc(Br)o1)Nc1ccncc1 | -1 | -5 | -10 | 2 | -6 | 10 | 0
C[C@@H]1CN([C@@H](C)CO)C(=O)c2cc(-c3ccccc3F)cnc2O[C@H]1CN(C)C(=O)C1CCC1 | 0 | 1 | . | 0 | -10 | -20 | 0
CC(=O)N(C)C[C@@H]1[C@@H](c2ccc(-c3ccc(F)cc3)cc2)[C@H](CO)N1C(C)=O | -3 | 4 | -7 | 8 | -11 | -19 | -5
CCOC(=O)CN1C(=O)/C(=C2\SC(=S)N(NC(=O)c3cccnc3)C2=O)c2ccccc21 | -1 | -4 | -15 | -2 | 0 | 10 | 1
O=C1CCN(Cc2ccccc2)C=C1c1ccc(Br)cc1 | 2 | . | -12 | -4 | -3 | -12 | -8
COc1ccc(OCCCn2ccnc2)cc1 | -2 | -3 | 5 | 5 | 2 | -4 | .
O=S(=O)(c1c(F)cccc1F)N1CCCC2CCCCC21 (stereo unspecified) | 2 | 0 | 1 | 4 | -8 | 3 | .
CC(O)CNc1nc2c(c(=O)n(C)c(=O)n2C)n1C/C=C/c1ccccc1 (stereo unspecified) | 4 | 1 | . | 5 | -5 | 6 | -4
Cc1ccc(S(=O)(=O)C2(C(=O)Nc3cccc(F)c3)CC2)cc1 | -1 | -2 | 11 | 7 | -3 | 12 | -5
Further entries follow.
SMILES | CASP6 VEID inh | SIRT5 inh | PAX8 inh HTS | EWS-Fli block | DENV2 CPE | LGR2 inh | ARNT TACC3 PPI
CC(C)(C)C(=O)N1CCN(c2ccc([N+](=O)[O-])c(-n3nc(-c4ccccc4)c4ccccc4c3=O)c2)CC1 | . | . | 14 | . | . | -1 | -3
C[C@H](CO)N1C[C@H](C)[C@@H](CN(C)Cc2ccc(Cl)c(Cl)c2)Oc2ccc(NC(=O)Nc3ccc(C(F)(F)F)cc3)cc2CC1=O | -2 | -3 | 99* | 72* | -3 | -4 | 22
COc1ccc(NC(=O)CN(C)Cc2cccs2)cc1Cl | -1 | -2 | -27 | -26 | -5 | -20 | 8
CC1CCCC(NC(=O)CSc2n[nH]c(=O)n2Cc2ccccc2)C1C (stereo unspecified) | 2 | . | 5 | 6 | 1 | -7 | .
Cc1ccc(-c2nc(CS(=O)CC(=O)NCCC(C)C)c(C)o2)cc1 (stereo unspecified) | 0 | 2 | 1 | 4 | -9 | -18 | 8
C[C@@H]1CN([C@H](C)CO)C(=O)c2cc(NC(=O)CCC(F)(F)F)ccc2O[C@@H](C)CCCCO[C@H]1CN(C)C(=O)Nc1ccccc1 | -1 | 4 | 15 | 8 | 8 | -3 | -6
O=C(CN1CCN(Cc2ccccc2)CC1)Nc1nnc(C(F)(F)F)s1 | -1 | 2 | -2 | 10 | -6 | 2 | -18
c1cn(-c2ccc(-c3ccnc4ncnn34)cc2)cn1 | -2 | -2 | 3 | -8 | 2 | 14 | -6
CC(C)NC(=O)Nc1ccc2c(c1)CC(=O)N([C@H](C)CO)C[C@@H](C)[C@H](CN(C)C(=O)Nc1cccc3ccccc13)O2 | 2 | 4 | 8 | 4 | 6 | -19 | 1
CC(C)c1c(C(=O)N/N=C/c2ccccc2C(=O)O)nnn1-c1nonc1N | 2 | -1 | -23 | . | 2 | 19 | -1
O=C(NCc1ccc(F)cc1)[C@@H]1[C@@H](CO)[C@@H]2Cn3c(cccc3=O)[C@H]1N2C(=O)Cc1ccccn1 | -1 | -3 | -3 | -5 | 15 | 5 | 1
COc1ccccc1CN1[C@@H]2CNC[C@H]1C2c1ccc(/C=C/c2ccccc2)cc1 (stereo partly specified) | . | . | -19 | 19 | 14 | -20 | .
CCN(CC(=O)Nc1cc(Cl)ccc1C)C(=O)C1CC(=O)N(Cc2ccccc2)C1 (stereo unspecified) | -1 | 0 | . | 5 | 3 | 13 | 2
C=C(C)C(=O)Nc1cccnc1Oc1ccc(F)cc1F | 6 | -1 | 10 | 4 | -5 | -19 | -11
O=C(NCc1ccccc1)[C@H]1[C@H](CO)[C@H]2Cn3c(cccc3=O)[C@H]2N1C(=O)C1CC1 | -3 | 3 | -5 | 6 | -5 | -3 | 0
CO[C@H]1CN(C)C(=O)c2cc(NC(=O)C3CC3)ccc2OC[C@@H](C)N(CC2CCCC2)C[C@H]1C | 1 | -6 | . | -2 | -5 | -8 | -9
CCC(C)(C)C(=O)Nc1nnc(CCc2ccccc2)s1 | -2 | 0 | -131 | -93 | -6 | -44 | -4
O=C(COC(=O)C1CC(O)CN1S(=O)(=O)c1ccc(Cl)cc1)c1ccccc1 (stereo unspecified) | 17 | -3 | 22 | -4 | -5 | 3 | -5
COc1ccc(CNS(=O)(=O)NCc2ccc(C)cc2)cc1 | 0 | 0 | 0 | 0 | -2 | 19 | -8
CS(=O)(=O)N1N=C(c2cccs2)CC1c1ccccc1 (stereo unspecified) | 2 | -3 | -4 | -7 | 1 | 0 | -2
O=C1C(Cl)=C(NCCN2CCOCC2)C(=O)c2ccccc21 | 70* | -3 | 10 | -8 | 3 | 0 | 66*
Cc1cc2nc(-c3cccc(Cl)c3)c(CC(C)(C)C)n2c(C)c1Br | -2 | -3 | 22 | 6 | 2 | 12 | .
CCCCN(C)CC(O)Cn1cc(/C=C/C(=O)c2ccc(C)cc2)c2ccccc21 (stereo unspecified) | . | 7 | 44 | 35 | 0 | 18 | 10
Nc1[nH]c(C(=O)c2ccccc2)c(-c2ccccc2C(F)(F)F)c1C(=O)NCCc1cccs1 | -3 | 2 | -4 | 11 | 0 | 3 | .
Cc1ccc(NC(=O)CCCN2C(=O)c3cccc4cccc(c34)C2=O)cc1 | -2 | -5 | 42 | 3 | -1 | -5 | -3
Continued:
SMILES | CASP6 VEID inh | SIRT5 inh | PAX8 inh HTS | EWS-Fli block | DENV2 CPE | LGR2 inh | ARNT TACC3 PPI
Cc1ccc(S(=O)(=O)Nc2cccc3c2O[C@@H](CN(C)CC2CCCCC2)[C@@H](C)CN([C@H](C)CO)C3=O)cc1 | 0 | 1 | -4 | 9 | ? | 18 | 6
COc1ccc(-c2c(C)oc3c(CN4CCCC(C)C4)c(O)ccc3c2=O)cc1OC (stereo unspecified) | . | -2 | 13 | -22 | -3 | -3 | -2
CC[C@H]1O[C@H](C)CC2=C1C(=O)OC(C)(C)O2 | -3 | -1 | -23 | -1 | -14 | -16 | .
CC(C)C[C@@H](CO)N1CCNCCC1=O | -2 | . | 8 | -5 | -5 | 4 | 19
CC(=O)Nc1cccc(NC(=S)Nc2ccc(F)c(Cl)c2)c1 | 4 | -7 | 13 | -16 | -1 | 8 | 1
CC12CCC(=O)N1C(C(=O)Nc1nc3c(F)cc(F)cc3s1)CS2 (stereo unspecified) | 6 | 2 | -5 | . | -1 | -6 | -4
Nc1nc(Nc2ccccc2F)nc(NCc2ccccc2)c1[N+](=O)[O-] | -2 | -1 | -1 | -3 | -2 | . | -37
O=C1CC(N2CCSCC2)C(=O)N1c1cccc(Br)c1 (stereo unspecified) | 3 | -1 | 6 | -1 | 0 | -7 | 5
COc1ccc(CN2C(C)C3C(C)=CC2C2C(=O)N(C)C(=O)C32)cc1 (stereo unspecified) | -2 | -1 | -24 | -10 | -4 | . | -5

Given as comma-separated lines: entries from further up.
structure,CASP6 VEID inh,SIRT5 inh,PAX8 inh HTS,EWS-Fli block,DENV2 CPE,LGR2 inh,ARNT TACC3 PPI
Cc1cc2nc(-c3cccc(Cl)c3)c(CC(C)(C)C)n2c(C)c1Br,-2,-3,22,6,2,12,.
CCCCN(C)CC(O)Cn1cc(/C=C/C(=O)c2ccc(C)cc2)c2ccccc21 (stereo unspecified),.,7,44,35,0,18,10
Nc1[nH]c(C(=O)c2ccccc2)c(-c2ccccc2C(F)(F)F)c1C(=O)NCCc1cccs1,-3,2,-4,11,0,3,.
Cc1ccc(NC(=O)CCCN2C(=O)c3cccc4cccc(c34)C2=O)cc1,-2,-5,42,3,-1,-5,-3
Cc1ccc(S(=O)(=O)Nc2cccc3c2O[C@@H](CN(C)CC2CCCCC2)[C@@H](C)CN([C@H](C)CO)C3=O)cc1,0,1,-4,9,?,18,6
COc1ccc(-c2c(C)oc3c(CN4CCCC(C)C4)c(O)ccc3c2=O)cc1OC (stereo unspecified),.,-2,13,-22,-3,-3,-2
CC[C@H]1O[C@H](C)CC2=C1C(=O)OC(C)(C)O2,-3,-1,-23,-1,-14,-16,.
CC(C)C[C@@H](CO)N1CCNCCC1=O,-2,.,8,-5,-5,4,19
CC(=O)Nc1cccc(NC(=S)Nc2ccc(F)c(Cl)c2)c1,4,-7,13,-16,-1,8,1
CC12CCC(=O)N1C(C(=O)Nc1nc3c(F)cc(F)cc3s1)CS2 (stereo unspecified),6,2,-5,.,-1,-6,-4
Nc1nc(Nc2ccccc2F)nc(NCc2ccccc2)c1[N+](=O)[O-],-2,-1,-1,-3,-2,.,-37
